D2 antagonist = HTS Assay for Allosteric Antagonists of the Human D2 Dopamine Receptor: Primary Screen for Antagonists; HEK293 TREx D2 cells, calcium flux, dopamine EC80; AID 485344, 2010; D(2) dopamine receptor (Homo sapiens), P14416; inhibition, % at 10 µM; 2% of 340,000 active; in the data active = inhibition above about 30%; note: 0% is about no effect
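Read-out: kinetic calcium fluorescence (1 cycle/s) in inducible HEK293 T-REx D2 cells after an EC80 dopamine addition that followed 180 s compound preincubation. Loss of the dopamine response indicates antagonism.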
USP1-UAF1 inh = Inhibitors of USP1/UAF1: Primary Screen | Ubiquitin carboxyl-terminal hydrolase 1 (Homo sapiens), O94782 | Potency, µM (series often up to 57.1 µM), for the others: at the top dose activity change, negative = inhibition, hits mostly inhibitors | AID 743255, 2014 | recombinant USP1/UAF1, Ub-Rhodamine cleavage fluorescence | 0.23% of 390,000 active; note: potency is the fitted concentration of half-maximal effect; % is set by controls: 0 for no effect and ±100 for the full control effect; nearly all actives have a fitted effect of over 60% in size; inactives centre near -12
Target sequence (O94782 whole entry, looked up): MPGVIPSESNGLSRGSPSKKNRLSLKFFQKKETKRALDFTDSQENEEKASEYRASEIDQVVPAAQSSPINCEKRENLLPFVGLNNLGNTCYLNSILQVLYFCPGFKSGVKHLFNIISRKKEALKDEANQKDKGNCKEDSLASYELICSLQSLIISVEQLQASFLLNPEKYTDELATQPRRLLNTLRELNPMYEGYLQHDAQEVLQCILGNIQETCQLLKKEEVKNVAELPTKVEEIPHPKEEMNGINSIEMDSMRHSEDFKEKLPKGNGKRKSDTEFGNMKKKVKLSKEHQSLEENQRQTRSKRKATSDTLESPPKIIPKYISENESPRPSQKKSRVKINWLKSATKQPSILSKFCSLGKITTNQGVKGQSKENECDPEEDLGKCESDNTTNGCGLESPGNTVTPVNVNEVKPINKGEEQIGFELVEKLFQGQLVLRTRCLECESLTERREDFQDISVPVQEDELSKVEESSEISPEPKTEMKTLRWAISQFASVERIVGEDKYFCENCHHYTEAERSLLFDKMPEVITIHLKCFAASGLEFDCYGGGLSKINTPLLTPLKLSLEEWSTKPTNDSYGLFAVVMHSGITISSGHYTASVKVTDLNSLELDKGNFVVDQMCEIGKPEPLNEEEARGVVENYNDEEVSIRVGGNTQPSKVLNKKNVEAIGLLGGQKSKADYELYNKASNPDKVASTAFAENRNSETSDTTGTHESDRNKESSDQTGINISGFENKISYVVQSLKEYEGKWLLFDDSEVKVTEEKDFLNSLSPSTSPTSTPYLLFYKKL
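High-throughput fluorogenic screen: 1nM USP1/UAF1 complex, Ub-Rho substrate 150nM final, 50mM HEPES pH 7.8 with 0.5mM EDTA, 0.1 mg/ml BSA, 1mM TCEP and 0.01% Tween-20.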
D2 agonist = HTS Assay for Allosteric Agonists of the Human D2 Dopamine Receptor: Primary Screen for Agonists | HEK293 T-REx D2 cells, calcium flux agonist mode | activation, % at 2 µM | 0.53% of 340,000 active | AID 485358, 2010;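 active = activation over 3 SD above normal in the single-dose calcium agonist read, cut at about 30% in these data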; note: 0% is about no effect
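Agonism is scored from calcium flux in a force-coupled, inducible HEK293 cell line expressing D2, read kinetically for 180 s after compound addition against dopamine controls.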
TrxR1 inh = qHTS Assay for Inhibitors of Mammalian Selenoprotein Thioredoxin Reductase 1 (TrxR1): qHTS; Thioredoxin reductase 1, cytoplasmic (Rattus norvegicus), O89049; recombinant rTrxR1, NADPH fluorescence consumption, selenite substrate; Potency, µM (titrated, usually from 114 µM), inactives show at the highest dose activity change, negative = inhibition, most hits filed as inhibitors; 1% of 390,000 active; note: potency is the fitted concentration of half-maximal effect; % is set by controls: 0 for no effect and ±100 for the full control effect; nearly all actives have a fitted effect of over 65% in size
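Rat TrxR1 (90 nM in the dispensed reagent) was pre-reduced with 400 uM NADPH for 5 min at room temperature, then incubated with compound for 15 min. After 400 uM selenite was added, NADPH fluorescence (Ex 340/Em 450 nm) was followed for 8 min.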
TRHR enhancer = qHTS for Small Molecule Agonists and Allosteric Enhancers of Human TRH Receptor: Primary Screen for Enhancers. Thyrotropin-releasing hormone receptor (Homo sapiens), P34981. TRHR cells, fluo-8 calcium fluorescence, EC20 TRH enhancement. enhancement, % at 2 µM. 0.66% of 360,000 active. AID 493056, 2011; in the data active = enhancement above about 30%; note: 0% is about no effect
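Enhancer read-out: after compound pinning and an initial kinetic agonist-mode read, an EC20 of TRH (10 nM final) was injected and fluo-8 calcium signal (Ex 480/Em 530) followed at 1 s/cycle for 100 cycles in TRHR-expressing cells.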
TrxR1 substrate = qHTS Assay for Substrates of Mammalian Selenoprotein Thioredoxin Reductase 1 (TrxR1): qHTS. 0.01% of 390,000 active. Potency, µM (top dose mostly 114 µM), inactives show top-dose activity change, negative = substrate turnover. purified TrxR1 substrate turnover, NADPH consumption readout. Thioredoxin reductase 1, cytoplasmic (Rattus norvegicus), O89049. AID 588456, 2011; note: potency is the fitted concentration of half-maximal effect; % is set by controls: 0 for no effect and ±100 for the full control effect; nearly all actives have a fitted effect of over 50% in size
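Rat TrxR1, dispensed at 90 nM, was prereduced with 400 uM NADPH (final) for 5 min at ~22 deg C, then incubated with compound 15 min before 400 uM selenite. A first-read NADPH fluorescence drop versus no-compound background flagged substrates.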
PI4K2A inh = qHTS for small molecular inhibitors of PI4K2A; activity change, negative = inhibition, % at 76.9 µM; Phosphatidylinositol 4-kinase type 2-alpha (Homo sapiens), Q9BTU6; purified PI4K2A, ADP-Glo luminescence, 1 h; stronger effect = lower value; 0.13% of 420,000 active; in the data active = activity change below about -50%; inconclusive = mostly about -30% to -49%;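 note: -100% = wells without enzyme as full effect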
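ADP-Glo luminescence measured ADP generated by PI4K2A enzyme (4 ug/mL before mixing) with 1.2 mM PI substrate (pre-mix) and 300 microM ATP (pre-mix). Tris pH7.5 buffer with MgCl2, Triton X-100; 1 h reaction at ambient temperature.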
TRHR ag = qHTS for Small Molecule Agonists and Allosteric Enhancers of Human TRH Receptor: Primary Screen for Agonists; TRHR cells, calcium flux fluo-8, FDSS agonist mode; activation, % at 2 µM; 0.18% of 360,000 active; in the data active = activation above about 30%; note: 0% is about no effect
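In this calcium-flux screen, cells bearing human TRHR are dye-loaded with fluo-8, baselined for 10 cycles, then exposed to library compounds; positive kinetic calcium responses during the agonist phase mark hits, with TRH as control.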
IDH1 R132H inh = qHTS for Inhibitors of mutant isocitrate dehydrogenase 1 (IDH1): qHTS | Isocitrate dehydrogenase [NADP] cytoplasmic (Homo sapiens), O75874 | IDH1-R132H enzyme, NADPH consumption, diaphorase/resazurin fluorescence | Potency, µM (doses to about 76.6 µM), without a hit: top-dose activity change, negative = inhibition, hits mostly inhibitors | 0.093% of 390,000 active; note: potency is the fitted concentration of half-maximal effect; % is set by controls: 0 for no effect and ±100 for the full control effect; nearly all actives have a fitted effect of over 65% in size
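IDH1-R132H (0.5 ug/mL dispensed) in pH 7.5 Tris buffer was preincubated 30 min with compound, then given a substrate mix of 0.016 mM NADPH and 2 mM alpha-KG for 80 min at room temperature; remaining NADPH was read by diaphorase/resazurin fluorescence.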
Active calls of the source: *; ? = inconclusive; . = no result given; & = joins results of further samples; [ ] = remark or other dose. Unless noted, calls come from the whole dose curve; as a rule, active = well fitted inhibition curve with a large enough effect; inconclusive = small, poorly fitted or top-dose-only effect; inactive = no such curve, though single readings can be large or run the other way. Not a hit list. Share with any hit: about 3.9%.

no.	Compound	D2 antagonist	USP1-UAF1 inh	D2 agonist	TrxR1 inh	TRHR enhancer	TrxR1 substrate	PI4K2A inh	TRHR ag	IDH1 R132H inh
1	O=C(NCC1OCCc2ccccc21)c1ccc(NC(=O)c2ccc(Cl)cc2)cc1 (centres undefined)	-1	0%	1.5	16%	1	11%	-1	1.7	-4%
2	CCc1nc(N2CCCC2)c(C#N)c2c1CCCC2	2	-7%	0.5	-18%[57.1 µM]	-3	93%[activator]	8	0.0	-7%
3	CCOC(=O)N1CCN(c2ncc3c(n2)CC(c2ccc(Cl)cc2)CC3=O)CC1 (centres undefined)	.	?	.	22%	-8	13%[11.4 µM]	-3	0.1	-5%
4	Cc1cccc(NC(=O)CSc2nnc(-c3cccs3)o2)c1	.	-24%	-2.0	11%	3	0%	-6	-2.6	16%
5	CC1=CC(C)(C)N=C(Nc2nc(C)c3cc(C)cc(C)c3n2)N1	2	-23%	0.2	4%	3	0%	0	-0.3	14%
6	COc1cccc(/C=C/C(=C2\C(=O)N(c3ccccc3)N=C2C)c2ccc(Br)cc2)c1OC	.	-10%	.	7%[57.1 µM]	.	-9%[57.1 µM]	-4	.	2%
7	CCC1(C)NC(=O)N(CC(=O)Nc2cc(C)on2)C1=O (centres undefined)	.	3%	.	11%	.	-1%	-5	.	-6%
8	COc1ccc(NC(=O)COC(=O)c2cccc(S(=O)(=O)N(C)C)c2)cc1	-5	-11%	-0.3	5%	2	3%[57.1 µM]	-5	-0.6	-5%
9	CCOC(=O)c1c(S(=O)(=O)NCC(=O)Nc2ccc(OC)cc2)c(C)n(C)c1C	27	-16%	0.3	29%	2	6%	-4	0.0	-15%
10	Cc1ccc(NC(=O)CCSc2nc(-c3ccc4c(c3)OCO4)cc(C(F)(F)F)n2)cc1	.	-25%	-0.3	27%	6	52%[activator]	1	0.3	-4%
11	O=C(C1CCN(c2ncnc3c2nc2n3CCCCC2)CC1)N1CCN(c2cccc(Cl)c2)CC1	-7	-12%&-17%	-0.5&-1.1	-2%&29%	6&0	-9%&4%	0&1	-0.9&-0.7	-2%&0%
12	O=C(CSc1nnc(-c2ccc(C(F)(F)F)cn2)o1)Nc1cccc(Cl)c1	1	?	0.5	22%	-1	5%[57.1 µM]	-4	-0.1	-3%
13	O=C(NCc1ccco1)c1ccc(Cl)c(S(=O)(=O)Nc2ccccc2)c1	20	-19%	0.6	3%	-2	0%	-1	-0.4	1%
14	CCn1c(CSc2n[nH]c(N)n2)nc2cc(C(=O)O)ccc21	.	-13%	.	22%[57.1 µM]	2	-17%[57.1 µM]	-2	0.6	1%
15	COc1cccc(CN2CC(C(=O)NC3CCC3)CCC2=O)c1 (centres undefined)	2	-1%	0.0	6%	-1	-1%	0	0.6	-9%
16	Cc1cc(Cl)ccc1OCC(=O)NCCC(=O)O	13	?	-0.3	26%	3	14%	-5	0.1	1%
17	CCC(C(=O)N1CCN(S(C)(=O)=O)CC1)c1ccccc1 (centres undefined)	4	-3%	1.1	23%	5	3%	-3	1.1	1%
18	Cc1ccc(S(=O)(=O)NC2=NCN(Cc3ccccc3)CN2)cc1	17	-7%	-0.2	4%	2	-1%	-3	0.6	4%
19	COc1ccc(OCc2ccc(-c3nc(C#N)c(N4CCC(C(N)=O)CC4)o3)o2)cc1	.	-15%	1.4	-3%	-3	40%[activator]	0	0.8	10%
20	COc1ccc(C(=O)NNC(=O)Nc2ccc(C)cc2)cc1	.	-2%	.	8%	-1	-4%	3	0.0	-9%
21	O=C(CN1C(=O)C2C3C=CC(C4CC34)C2C1=O)Nc1cnc2ccccc2c1 (centres undefined)	-3	-19%	0.6	8%	3	6%	-5	0.7	10%
22	S=C(NC12CC3CC(CC(C3)C1)C2)N1CCCC1	4	-20%	0.4	?	-16	4%	-3	0.4	-1%
23	CN(C(=O)CCN1C(=O)S/C(=C\c2ccccc2)C1=O)C1CCS(=O)(=O)C1 (centres undefined)	-36	-28%	0.3	13%	-3	4%	2	-0.1	8%
24	C=CCn1c(SCC(=O)Nc2nccs2)nnc1-c1cc2cccc(OC)c2o1	-12	2%	-0.4	31%[activator]	15	18%	2	-0.7	-2%
25	CN=C1S/C(=C\c2ccc(Sc3ccc(Cl)cc3)o2)C(=O)N1C	-10	.	1.3	.	-1	.	.	1.4	.
26	Cc1cc(N2CCC(C)CC2)nc2ccc(NC(=O)Cc3ccccc3Br)cc12	.	-13%	0.1	21%	-4	38%[activator]	2	-0.4	-16%
27	CCCOc1ccccc1OCC(=O)Nc1ccc(S(=O)(=O)N2CCCCC2)cc1	-17	-6%	0.9	12%	10	5%[57.1 µM]	-3	-0.1	-3%
28	CCCCNC(=O)NCC(=O)Nc1ccc(F)c(F)c1	40*	-22%	0.3	-9%	-9	6%[57.1 µM]	-13	-0.6	0%
29	O=C(Cn1c(=O)n(-c2ccc(F)cc2)c(=O)c2sccc21)NC1CCCCC1	-3	-15%	0.0	27%	-1	9%	1	0.0	5%
30	COc1ccc(CCN2Cc3c(N)cccc3C2=O)cc1OC	-10	-4%	-0.5	5%[57.1 µM]	-1	6%[57.1 µM]	-3	-1.3	2%
31	Cc1ccc(S(=O)(=O)N2C[C@@H]3[C@H]4CC[C@H](C4)[C@@H]3[C@@H](C)[C@@H]2c2ccn(Cc3ccccc3)c2)cc1	.	-9%	.	4%	.	-2%	-1	.	-12%
32	Cc1ccc(C)c(NC(=O)C2CC3CCC2C3)c1 (centres undefined)	6	-16%	-0.2	0%	-5	-3%	-5	0.0	-11%

A few values from the list.
For TrxR1 substrate, C=CCn1c(SCC(=O)Nc2nccs2)nnc1-c1cc2cccc(OC)c2o1 is listed with 18%
For IDH1 R132H inh, COc1ccc(CCN2Cc3c(N)cccc3C2=O)cc1OC is listed with 2%
For USP1-UAF1 inh, CCCOc1ccccc1OCC(=O)Nc1ccc(S(=O)(=O)N2CCCCC2)cc1 is listed with -6%
For USP1-UAF1 inh, O=C(Cn1c(=O)n(-c2ccc(F)cc2)c(=O)c2sccc21)NC1CCCCC1 is listed with -15%

More structures.
no.	Compound	D2 antagonist	USP1-UAF1 inh	D2 agonist	TrxR1 inh	TRHR enhancer	TrxR1 substrate	PI4K2A inh	TRHR ag	IDH1 R132H inh
33	CCOc1ccc(S(=O)(=O)N/N=C(\C)c2ccc(Cl)c(Cl)c2Cl)cc1	5	-2%	0.0	2%	7	-6%	2	0.5	-2%
34	Cc1[nH]c2ccccc2c1-c1ccc(Cl)nn1	5	-15%	-0.3	13%[57.1 µM]	-3	7%[57.1 µM]	3	-0.9	0%
35	Cc1cc(Cl)c(OCCCN(C)C)c(Br)c1	-17	-20%	-0.8	1%	30	-1%	0	0.1	5%
36	COc1ccccc1CCNC(=O)C(C)n1nc(C)c2c(C)n(-c3ccccc3)nc2c1=O (centres undefined)	6	-26%	-0.7	2%	-6	-6%	1	-1.4	-1%
37	Cc1ccc(/C=C/c2onc(C)c2S(=O)(=O)N2CCC(C(=O)Nc3cccc(C#N)c3)CC2)cc1	.	-7%	1.8	29%[57.1 µM]	3	-1%[57.1 µM]	-3	1.2	-10%
38	COc1ccc(-c2cc(C(C)=O)c(C)n2CCC(=O)Nc2cccc(C)c2C)cc1	.	2%	0.8	23%[57.1 µM]	8	7%[57.1 µM]	0	-0.7	13%
39	O=C(NCCN1CCCC1)c1ccc(Cn2c(=S)[nH]c3ccc(Br)cc3c2=O)cc1	2	-13%	-0.1	43%[57.1 µM]	10	-4%[57.1 µM]	2	0.4	5%
40	CSc1ccccc1NC(=O)C1CC(c2ccccc2O)=NO1 (centres undefined)	4	-12%	-0.1	31%[57.1 µM]	9	12%[57.1 µM]	-3	0.0	4%
41	O=C(CN1CCN(c2cccc(Cl)n2)CC1)N1CC(O)CO1 (centres undefined)	3	-18%	0.1	10%[57.1 µM]	1	6%[57.1 µM]	1	0.2	-4%
42	COc1cc(OC)cc(C(=O)O/N=C(\N)c2ccccn2)c1	-10	-21%	0.3	20%	7	4%	-2	-0.6	17%

Given with two lines to a compound: entries from further up
Below each SMILES – D2 antagonist	USP1-UAF1 inh	D2 agonist	TrxR1 inh	TRHR enhancer	TrxR1 substrate	PI4K2A inh	TRHR ag	IDH1 R132H inh
16: Cc1cc(Cl)ccc1OCC(=O)NCCC(=O)O
    13	?	-0.3	26%	3	14%	-5	0.1	1%
17: CCC(C(=O)N1CCN(S(C)(=O)=O)CC1)c1ccccc1 (centres undefined)
    4	-3%	1.1	23%	5	3%	-3	1.1	1%

Screens as filed in PubChem.
